FLuc inhib CS – counter-screen for luciferase assay inhibitors: firefly luciferase inhibition | P08659 | ATPLite firefly luciferase biochemical luminescence, 10 min | inhibition, % at 10 µM | 200,000 tested, 1.5% active | AID 1006;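 active = inhibition above about 50% when tested at 10 µM, limit read from the data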
Target sequence (P08659 whole entry, looked up): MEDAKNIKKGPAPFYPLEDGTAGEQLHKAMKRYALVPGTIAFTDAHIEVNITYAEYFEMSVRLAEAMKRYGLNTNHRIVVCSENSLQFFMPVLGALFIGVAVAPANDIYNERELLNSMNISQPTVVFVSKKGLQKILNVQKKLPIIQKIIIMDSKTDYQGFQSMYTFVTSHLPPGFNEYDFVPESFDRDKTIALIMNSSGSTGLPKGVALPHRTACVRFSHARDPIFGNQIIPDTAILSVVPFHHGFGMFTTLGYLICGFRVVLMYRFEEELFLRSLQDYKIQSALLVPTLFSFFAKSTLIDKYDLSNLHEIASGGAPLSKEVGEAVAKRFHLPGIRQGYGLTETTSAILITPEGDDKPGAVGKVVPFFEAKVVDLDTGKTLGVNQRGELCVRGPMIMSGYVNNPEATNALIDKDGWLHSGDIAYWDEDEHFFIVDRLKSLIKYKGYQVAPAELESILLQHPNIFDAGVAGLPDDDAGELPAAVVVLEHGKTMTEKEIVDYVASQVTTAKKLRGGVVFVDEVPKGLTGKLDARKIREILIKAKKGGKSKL
TNAP inh no acc – TNAP (human) inhibition, acceptor-free conditions; P05186; purified TNAP, CDP-star luminescence, 30 min; inhibition, % at 20 µM; 200,000 tested, 0.26% active; AID 1012;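 active = tissue-nonspecific alkaline phosphatase inhibition above about 50% at 20 µM in the single-dose screen, limit read from the data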;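 also: 0% = DMSO negative control and 100% = EDTA positive control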
Target sequence (P05186 whole entry, looked up): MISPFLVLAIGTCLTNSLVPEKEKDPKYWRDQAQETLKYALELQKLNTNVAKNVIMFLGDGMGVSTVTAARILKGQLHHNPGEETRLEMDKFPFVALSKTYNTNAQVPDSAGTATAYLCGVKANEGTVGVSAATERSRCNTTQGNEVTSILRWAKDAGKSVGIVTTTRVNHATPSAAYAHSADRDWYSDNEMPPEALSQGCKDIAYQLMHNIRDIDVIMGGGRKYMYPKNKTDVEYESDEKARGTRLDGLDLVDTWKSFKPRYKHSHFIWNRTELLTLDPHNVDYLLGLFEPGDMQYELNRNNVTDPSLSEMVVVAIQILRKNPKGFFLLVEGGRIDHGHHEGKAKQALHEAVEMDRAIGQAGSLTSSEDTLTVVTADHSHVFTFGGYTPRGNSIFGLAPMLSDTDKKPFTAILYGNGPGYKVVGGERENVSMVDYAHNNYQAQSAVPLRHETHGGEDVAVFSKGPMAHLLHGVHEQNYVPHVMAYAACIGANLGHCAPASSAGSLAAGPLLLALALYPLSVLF
bIAP act – intestinal alkaline phosphatase (bovine) activation; purified bovine IAP, CDP-star luminescence, 30 min; hits give high values; fold of DMSO-control signal, blank-subtracted; activation factor at 20 µM; 200,000 tested, 0.17% active; AID 1016;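 active = activation factor of 2 or more at 20 µM, a signal rise over negative controls twice the positive control's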
TNAP inh hi DEA – inhibitors of human TNAP at high phosphate acceptor concentration; P05186; purified TNAP, CDP-star luminescence, 1 M DEA; inhibition, % at 20 µM; 200,000 tested, 0.03% active; AID 1135;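 active = over 50% inhibition of tissue-nonspecific alkaline phosphatase at 20 µM in the single-dose screen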;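 also: plate controls were DMSO wells for no effect and EDTA-quenched wells as full inhibition for full effect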
APP 5'UTR act – APP 5'UTR luciferase reporter activation; SH-SY5Y APP 5'UTR luciferase reporter, luminescence; zero percent = DMSO vehicle wells; activation, % at 2 µM; 190,000 tested, 1% active;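 active = activation above a set limit, based on mean plus 3 SD of controls, cut at about 140% in these data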; also: values of inactives mirror those of a sister screen read the other way
PMI act – phosphomannose isomerase (human) activation | P34949 | purified human PMI, coupled resazurin fluorescence, 20 min; hits give high values; 1 = vehicle control, 0 substrate-free wells | activation factor at 20 µM | 190,000 tested, 0.005% active | AID 1214;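 active = activation factor of 2 or more at 20 µM, relative to plate controls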
TNAP act hi DEA – increases human TNAP activity under high phosphate acceptor concentration | P05186 | AID 1136 | activation factor at 20 µM | purified TNAP, CDP-star luminescence, 1 M DEA, 30 min; hits give high values; 0 = EDTA background, 1 = DMSO-only activity | 200,000 tested, under 10 active;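 active = activation factor at least 2 at 20 µM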
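Test system – human TNAP · Doses – 20 µM single point · Incubation – 30 min, room temperature · Signal – luminescent substrate turnover signal · Read-out basis – activation factor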
NF-kB neuron act – compounds increasing NF-kB expression in human neuronal cells; NF-kB reporter expression; hits give high values; fold change at 12.5 µM; 190,000 tested, 1.6% active; AID 1239; in the data active = fold change above about 3.3
PMI act hi M6P – PMI (human) activation, high substrate. P34949. coupled PMI enzyme assay, resazurin fluorescence, 20 min; hits give high values; 1 = untreated enzyme, 0 = substrate-free blank. activation factor at 20 µM. 190,000 tested, 0.34% active;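 active = activation factor of 2 or more at 20 µM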
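Material: human phosphomannose isomerase with PGI, G6PDH, diaphorase coupling enzymes / Reagent: Man-6-P substrate 1.0 mM / Dosing: single compound dose of 20 µM, 1% DMSO final / Incubation: enzyme reaction with compound 20 min at room temperature / Signal: resorufin fluorescence (Ex 544/Em 590 nm) from resazurin via diaphorase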
FLuc act counter – firefly luciferase counter-screen for stimulation assays; activation factor at 10 µM; P08659; ATPlite luciferase biochemical, luminescence, 10 min; 0 = ATP-free wells, 1 = DMSO control; AID 1027; 200,000 tested, under 10 active;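 active = luciferase activation factor, scaled between plate controls, of at least 2 with compound at 10 µM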
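System: cell-free luciferase reagent; medium: PBS as buffer for the ATP substrate; doses: test compounds dosed from 2 mM stocks in 100% DMSO; incubation: 10 min, room temperature; measured by: luminescence from luciferase reaction; read-out: luciferase activation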
* marks the source's active call; other numbers are inactive results; . = not tested or not shown. Rows are unselected, and some 3.6% of all compounds hit somewhere here.

SMILES	FLuc inhib CS	TNAP inh no acc	bIAP act	TNAP inh hi DEA	APP 5'UTR act	PMI act	TNAP act hi DEA	NF-kB neuron act	PMI act hi M6P	FLuc act counter
O=[N+]([O-])c1c(C(Cl)Cl)nn(-c2ccccc2)c1N1CCCC1	-7	-2	0.8	-1	14	0.9	1	1.1	0.9	1.1
O=C1/C(=C/c2cccnc2)Oc2cc(OS(=O)(=O)c3ccc(Cl)cc3)ccc21	0	-12	1	-9	-9	1	1.1	0.95	1	1
[O-][N+]12CC[N+]([O-])(CC1)c1ccccc12	-3	-11	1	-2	4	1	1	1.1	1.1	1
CC(=O)N(CC1CCCO1)C1(C(=O)NC2CCCC2)CCCCC1 (configuration not stated)	-8	-13	0.9	-1	-13	1.1	1	1.3	1	1.1
O=C(NC1=NCCS1)c1cccc(S(=O)(=O)N2CCc3ccccc32)c1	-2	-5	1	0	19	1	1	0.94	1	1
CCOc1ccc(NC(=O)/C=C/c2ccc(OC)cc2)c([N+](=O)[O-])c1	-5	5	1	8	6	1	0.9	1.2	1	1
CCOc1ccccc1OCCCC(=O)NC1=NCCS1	-9	-7	0.9	-6	7	1.1	1.1	1.1	1	1.1
COc1ccc(NC(=O)O/N=C/c2ccncc2)cc1	5	-10	0.8	-4	-8	0.9	1	1.5	0.7	0.9
CC(NC(=O)c1ccc(Cl)cc1)C(=O)N1CCCCC1 (configuration not stated)	-6	14	1	-3	-8	1	1	1.2	0.9	1.1
Cc1cc(-c2ccccc2)nc(N(C)NC(=O)c2c(F)cccc2F)c1S(C)(=O)=O	-3	-10	1	-3	-18	1	1	1.1	1	1
Cc1cc(C(=O)Nc2ccccn2)no1	6	-14	0.9	-4	49	1	1	1.4	1	0.9
O=C(/C=C/c1ccccc1)c1ccccn1	71*	-3	0.9	0	10	0.9	1	1.2	0.8	0.3
CC(=O)COC(=O)CCc1nc2ccccc2[nH]c1=O	3	0	0.9	1	6	1	1	0.97	1	1
CC(=O)c1ccc(NC(=O)c2ccc(S(=O)(=O)c3ccccc3)cc2)cc1	-4	-30	1	0	0	0.9	1	0.65	1.1	1
O=C(OCC(=O)N1CCCC1)c1ccc(S(=O)(=O)N2CCOCC2)cc1	-8	-11	0.9	-4	1	1.1	1	1.2	0.9	1.1
CCN(CC)S(=O)(=O)c1ccc(-c2nnc(SCc3nnc(-c4ccc(C)cc4)o3)n2CC)cc1	-1	-2	0.9	-2	-19	0.9	1	1.1	1	1
Cc1c(Cl)cccc1NC(=O)NCc1ccc(F)cc1	-1	-11	1.1	-8	15	0.9	1.1	1	0.9	1
O=c1[nH]ncc(N2CCCCCC2)c1Cl	-3	-2	0.9	-2	7	1	1	1.1	1	1
COc1ccc(C)cc1NC(=O)c1ccccc1NS(=O)(=O)c1cccc2cccnc12	-4	-10	0.7	0	17	0.9	1	1	1	1
COc1ccc2oc(C)c(C(N)=O)c2c1	0	-4	1	4	-4	0.9	1	0.98	0.9	1
O=C(Nc1cnccn1)c1csc2ccccc12	8	-14	0.8	-5	42	0.9	1.1	2	1	0.9
COc1ccc(OC)c(CN(CCCN2CCOCC2)S(=O)(=O)c2ccc(NC(C)=O)cc2)c1	-4	-10	1	-3	-16	0.9	1	0.87	0.9	1
COc1ccc(N2CCN(C(CNC(=O)C(=O)NCc3cccnc3)c3ccco3)CC2)cc1 (configuration not stated)	-9	-9	1.1	-1	-11	1	1	1.1	0.9	1.1
Cc1cc(C)c(C#N)c(SCC(=O)c2ccccc2)n1	-8	-10	1	-4	0	0.9	1	1	1	1.1
COc1cccc(CC2(CO)CCCN(Cc3cn[nH]c3-c3ccc(F)cc3)C2)c1 (configuration not stated)	-7	-3	1.4	0	19	0.9	1	1.1	0.9	1.1
Cc1ccc(S(=O)(=O)n2ccc3cccnc32)cc1	-3	-12	0.9	-5	-2	1	1.1	1	1	1
Cc1nn2c3ccccc3n(CCN3CCCCC3)c2nc1=O	-4	-6	0.9	2	6	1	1	1.1	1.1	1
CCc1ccccc1NC(=O)c1cccs1	0	-12	1	-2	-11	1	1	1.1	1.1	1
O=C(O)CC(NC(=O)C1CCCCC1)c1cc([N+](=O)[O-])ccc1Cl (configuration not stated)	-4	-14	1.1	-3	-7	1.2	1	1	1	1
Cn1c(SC2=CS(=O)(=O)c3ccccc32)nc2ccccc21	-1	-6	1	-3	-72	0.9	1	0.92	0.9	1
COc1cc2c(cc1NC(=O)CSc1nc3ccccc3[nH]1)oc1ccccc12	-9	-29	0.9	-6	8	0.8	1.1	1.1	0.9	1.1
CCOc1cc(/C=N/O)ccc1OCc1ccc([N+](=O)[O-])cc1	-8	-11	0.9	-7	4	0.9	1.1	1.2	0.9	1.1
O=C(c1ccccc1)N(Cc1cccs1)C1CCS(=O)(=O)C1 (configuration not stated)	4	-11	0.9	-2	-2	1	1	1.1	0.7	1
CC(C)(C)C1CCC(=NNC(=O)C(=O)NCc2cccnc2)CC1 (configuration not stated)	-1	-14	1.3	-2	1	1	1	0.92	0.9	1
Cc1n[nH]c(C)c1CCc1nc2c3ccccc3nc(SCC(N)=O)n2n1	-5	-5	1.1	-9	-4	1	1.1	0.79	1	1
O=C1CN=C(Nc2ccc(Cl)cc2)N1c1ccccc1	-6	0	1	0	21	1.2	1	1.2	1.2	1.1
N#C/C(=C/c1cn(CC(=O)O)c2ccccc12)C(=O)Nc1ccccc1	5	-4	1	-2	23	1.1	1	1.5	0.9	1
Clc1ccc(OCCSc2ncccn2)c2ccccc12	0	-5	0.9	-2	13	0.9	1	1.2	0.9	1
CC(C)NCc1nnc(-c2ccccc2Cl)o1	-7	-17	1	-5	5	1.1	1	1.2	1	1.1
CCc1ccc(C(=O)OCC(=O)Nc2cccc(S(=O)(=O)NC3=NCCCCC3)c2)cc1	0	-16	0.9	-3	17	0.9	1	0.94	1	1
O=c1oc(Nc2ccccc2Cl)nc2ccccc12	12	-8	1	-2	49	0.9	1	2.4	0.9	0.9
CCCOC(=O)C1C2C=CC3(CN(c4cccc(Cl)c4)C(=O)C13)O2 (configuration not stated)	-2	-8	0.9	0	3	0.9	1	1.3	0.8	1
O=C(CC1COc2ccccc2O1)NC1CCCCC1 (configuration not stated)	-8	-4	0.9	-5	-4	0.9	1.1	1.2	1	1.1
CCOc1ccccc1C(=O)N[C@H](C(=O)OCc1cc(=O)oc2cc(C)ccc12)C(C)C	-2	-8	0.9	-2	12	0.8	1	0.81	0.9	1
CCc1nc(SCC(=O)Nc2nnc(CC(C)C)s2)n[nH]1	-2	-40	1.3	-1	2	0.9	1	1.2	0.9	1
O=C1OCCC1Sc1ncnc2sc3c(c12)CCC3 (configuration not stated)	-5	-6	0.8	1	4	1.1	1	0.99	1.1	1
COc1cc(Br)cc(CNc2ccc(F)c([N+](=O)[O-])c2)c1O	-4	1	1	4	4	0.9	1	0.67	0.8	1
COCCNC(=O)c1c(N)n(-c2ccccc2)c2nc3ccccc3nc12	-3	-26	1.1	-5	-1	0.6	1	0.72	0.4	1
COc1ccc(NC(=O)C2CC(=O)N(Cc3ccc(C)cc3)C2)cc1S(=O)(=O)N1CCCCC1 (configuration not stated)	0	-6	1.1	-2	20	0.9	1	0.77	0.9	1
Cc1ccc(CNCc2cccnc2)cc1	-8	0	0.9	-3	8	1	1	0.98	1	1.1
(list continues)
SMILES	FLuc inhib CS	TNAP inh no acc	bIAP act	TNAP inh hi DEA	APP 5'UTR act	PMI act	TNAP act hi DEA	NF-kB neuron act	PMI act hi M6P	FLuc act counter
CCc1n[nH]c(=S)n1/N=C/c1ccc2c(c1)OCO2	-1	19	0.7	-4	-5	0.9	1	1.1	1	1
c1ccc(-n2nnnc2SCc2cccc3nsnc23)cc1	-4	3	0.9	-3	5	1.1	1	1	1.1	1
CCNC(=O)O/N=C(\C)c1sc(-c2ccc(Cl)cc2)nc1C	12	-5	0.9	-1	160*	0.9	1	7.1*	0.9	0.9
O=C(CCc1nnc(Cc2ccc3c(c2)OCO3)o1)NCc1nc2ccccc2s1	-6	-13	1	-8	12	1	1.1	0.95	1	1.1
CCCCn1c(=N)n(CC(O)COc2cccc(C)c2)c2ccccc21 (configuration not stated)	-9	-13	1.2	-9	5	0.9	1.1	1.3	0.9	1.1
CC(NC(=O)C(=O)NCCC1=CCCCC1)c1ccccc1 (configuration not stated)	-2	-14	0.7	-2	-9	0.8	1	1.1	0.9	1
O=S(=O)(Nc1ncn[nH]1)c1ccc2ccccc2c1	-8	-9	1	-5	-7	1	1	1.8	1	1.1
CC(=O)Nc1ccc(Nc2nc(Cl)nc(Nc3ccc(NC(C)=O)cc3)n2)cc1	-4	-5	1	0	-14	.	1	0.85	.	1
CSc1nccc(Oc2cncc(Cl)c2)n1	-7	-10	0.9	-1	9	1	1	1.2	1	1.1
COc1cc(/C=N/Nc2ccc(C(F)(F)F)cn2)cc(OC)c1O	-4	3	1.2	1	-6	1	1	0.94	0.8	1
O=C(/C=C/c1ccco1)OCc1nnc(-c2ccc(Cl)cc2)o1	-2	-8	1	-2	-6	1.2	1	1.1	1.1	1
CCOC(=O)c1[nH]c(CSc2nnc(-c3ccncc3)n2CCOC)c(C(=O)OCC)c1C	-8	-13	1	-4	12	0.9	1	0.87	1	1.1
CC(C)OP(=O)(OC(C)C)C1(O)C(=O)Nc2ccccc21 (configuration not stated)	-8	-5	1	-5	5	1	1.1	0.96	0.9	1.1
O=C(c1ccc(Br)cc1)C1CCc2occc2C1=O (configuration not stated)	-3	-8	0.9	-2	-2	0.9	1	1.3	1	1
COc1ccc(/C=C2\C(=O)NC(=S)N2C(=O)c2ccc(C)cc2)cc1	2	4	1	5	-5	0.9	0.9	1.2	0.8	1

Among those listed so far, these have an NH in an aromatic ring:
SMILES	FLuc inhib CS	TNAP inh no acc	bIAP act	TNAP inh hi DEA	APP 5'UTR act	PMI act	TNAP act hi DEA	NF-kB neuron act	PMI act hi M6P	FLuc act counter
CC(=O)COC(=O)CCc1nc2ccccc2[nH]c1=O	3	0	0.9	1	6	1	1	0.97	1	1
O=c1[nH]ncc(N2CCCCCC2)c1Cl	-3	-2	0.9	-2	7	1	1	1.1	1	1
COc1cccc(CC2(CO)CCCN(Cc3cn[nH]c3-c3ccc(F)cc3)C2)c1 (configuration not stated)	-7	-3	1.4	0	19	0.9	1	1.1	0.9	1.1
COc1cc2c(cc1NC(=O)CSc1nc3ccccc3[nH]1)oc1ccccc12	-9	-29	0.9	-6	8	0.8	1.1	1.1	0.9	1.1
Cc1n[nH]c(C)c1CCc1nc2c3ccccc3nc(SCC(N)=O)n2n1	-5	-5	1.1	-9	-4	1	1.1	0.79	1	1
CCc1nc(SCC(=O)Nc2nnc(CC(C)C)s2)n[nH]1	-2	-40	1.3	-1	2	0.9	1	1.2	0.9	1
CCc1n[nH]c(=S)n1/N=C/c1ccc2c(c1)OCO2	-1	19	0.7	-4	-5	0.9	1	1.1	1	1
O=S(=O)(Nc1ncn[nH]1)c1ccc2ccccc2c1	-8	-9	1	-5	-7	1	1	1.8	1	1.1
CCOC(=O)c1[nH]c(CSc2nnc(-c3ccncc3)n2CCOC)c(C(=O)OCC)c1C	-8	-13	1	-4	12	0.9	1	0.87	1	1.1

Assay outcomes as filed in PubChem.
